Compound activity deposited in PubChem by several laboratories.
FXIa inh 1536: blocks human coagulation factor XIa protease activity. P03951. purified FXIa, Boc-Glu-Ala-Arg-AMC fluorogenic substrate. inhibition, % at 5 µM. hit rate 0.14% among 220,000;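 active means inhibition of at least 40%; inactive means inhibition below 40%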;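 further: fluorescence of freed AMC excited at 355 nm; 0% = enzyme without compound and 100% = no enzyme blank; many of its hits are not listed in these tables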
Wee1 stabilizer: inhibitors of human Wee1 degradation | P30291 | HeLa Luc-Wee1K328M stability, luciferase luminescence; 100% = proteasome inhibitor MG132 effect | reporter increase, % at 5 µM | hit rate 1.2% among 220,000 | AID 1321;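 active means activation above the mean of all tested compounds plus 3 SD, set per screening run, cut at about 8.8% in these data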;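 further: cells exposed to compound for 20 h before luminescence read; 0% = DMSO alone and 100% = MG132 at 30 µM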
KCC2 mod: modulators of human KCC2 chloride dependent transport; Q9H2X9; KCC2 cells, thallium flux FluoZin-2 fluorescence; B-score of Tl+ flux slope (higher = more flux/activation; lower = inhibition) at 10 µM; hit rate 2.2% among 190,000;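 active means thallium flux slope and its plate-corrected score both differing from the plate sample mean at a set confidence after two filtering rounds, in either direction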;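 further: slope of fluorescence scaled to starting intensity during 10 to 20 s after thallium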
Furin inh: human furin inhibition; P09958; purified furin, fluorogenic substrate cleavage; inhibition, % at 30 µM; hit rate 0.061% among 220,000; AID 463115; in the data active means inhibition above about 25%; further: inactives centre near -15
KLK5 inh: kallikrein 5 (human) inhibition; Q9Y337; recombinant hK5, fluorogenic AMC substrate cleavage; inhibition, % at 5 µM; hit rate 0.59% among 210,000;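 active means inhibition of 40% or more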;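 further: 0% = enzyme controls without compound and 100% = no-enzyme blanks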
Target sequence (Q9Y337 67-293 limits assumed): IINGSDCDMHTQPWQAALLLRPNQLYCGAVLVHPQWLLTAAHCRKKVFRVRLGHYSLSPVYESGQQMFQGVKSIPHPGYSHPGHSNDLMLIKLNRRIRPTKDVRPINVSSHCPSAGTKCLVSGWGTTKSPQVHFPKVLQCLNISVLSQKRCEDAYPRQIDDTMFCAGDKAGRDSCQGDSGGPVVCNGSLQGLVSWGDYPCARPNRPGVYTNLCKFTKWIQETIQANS
FXIIa inh: inhibitors of human coagulation factor XIIa. P00748. AID 800. purified FXIIa, Boc-QGR-AMC fluorogenic substrate, 2 h. hit rate 0.3% among 220,000. inhibition, % at 5 µM; in the data active means inhibition above about 40%;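 further: 0% = enzyme with no compound and 100% = blank without enzyme; many of its hits are not listed in these tables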
PERK inhibitor: human PERK inhibition, primary cell-based screen; AID 1416; Q9NZJ5; CHO PERK-DD fusion, SEAP luminescence translation reporter; inhibition, % at 5.6 µM; hit rate 0.17% among 220,000;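 active means inhibition above the mean inhibition of all tested compounds plus 3 SD, set separately per screening campaign, cut at about 2.9% in these data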;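 further: PERK kinase domain activated by AP20187 dimerizer at 100 nM; 0% = DMSO with dimerizer and 100% = rapamycin at 8.4 µM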
p97 inhibitor: blocks human p97 ATPase activity | P55072 | recombinant p97 ATPase, Kinase-Glo ATP luminescence, 3 h | inhibition, % at 8 µM | hit rate 0.42% among 220,000; in the data active means inhibition above about 15%;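 further: 0% = DMSO vehicle and 100% = wells lacking enzyme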
Target sequence (P55072 whole entry, looked up): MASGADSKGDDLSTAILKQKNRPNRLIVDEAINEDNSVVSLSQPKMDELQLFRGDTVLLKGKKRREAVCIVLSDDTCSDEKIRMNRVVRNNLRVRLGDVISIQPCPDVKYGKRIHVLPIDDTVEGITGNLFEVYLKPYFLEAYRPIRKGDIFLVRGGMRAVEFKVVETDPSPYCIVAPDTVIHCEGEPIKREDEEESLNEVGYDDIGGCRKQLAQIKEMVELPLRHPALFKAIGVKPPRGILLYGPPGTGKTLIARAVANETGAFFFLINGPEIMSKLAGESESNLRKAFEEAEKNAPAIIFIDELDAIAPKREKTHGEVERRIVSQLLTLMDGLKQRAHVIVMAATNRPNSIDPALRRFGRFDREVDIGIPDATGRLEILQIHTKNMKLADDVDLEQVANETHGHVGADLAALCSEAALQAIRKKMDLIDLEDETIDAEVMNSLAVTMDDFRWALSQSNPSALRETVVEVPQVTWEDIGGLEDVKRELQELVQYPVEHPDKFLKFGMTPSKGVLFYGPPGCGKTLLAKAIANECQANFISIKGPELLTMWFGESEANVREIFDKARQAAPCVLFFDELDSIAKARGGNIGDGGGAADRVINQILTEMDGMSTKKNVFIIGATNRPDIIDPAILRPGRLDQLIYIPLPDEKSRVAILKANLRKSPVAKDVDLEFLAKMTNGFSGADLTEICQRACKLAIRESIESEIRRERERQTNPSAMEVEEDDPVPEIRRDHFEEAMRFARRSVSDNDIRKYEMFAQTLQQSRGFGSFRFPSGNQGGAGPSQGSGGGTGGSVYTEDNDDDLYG
thrombin 1536: blocks human thrombin protease activity; alpha-thrombin, Boc-VPR-AMC fluorogenic substrate cleavage; inhibition, % at 5 µM; hit rate 0.26% among 220,000; AID 1046;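 active means inhibition at or above 40%; inactive means inhibition below 40%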;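 further: 0% = enzyme with no compound and 100% = wells without enzyme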
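Material: human alpha-thrombin protein. Incubation: reaction at ambient temperature. Technique: fluorescence of released AMC, ex 355 nm, em 460 nm. Control set: no-compound enzyme wells and no-enzyme blanks. Also added: Boc-VPR-AMC substrate, 15 µM final. Buffer or medium: pH 7.5 Tris (50 mM) with NaCl 150 mM, Tween 20 0.05%.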
* hit, by the source's call; x = no result given; [ ] = remark or other dose. This is a subset; count on the stated rates, not on these rows.

SMILES	FXIa inh 1536	Wee1 stabilizer	KCC2 mod	Furin inh	KLK5 inh	FXIIa inh	PERK inhibitor	p97 inhibitor	thrombin 1536
CCCCP(=O)(O)c1ccccc1	8.4	-0.3	-0.194	3.2	3.6	8.4	-0.4	-7.3	2.5
Cc1ncc([N+](=O)[O-])n1CCOC(N)=O	1.2	-1.9	-0.0624	4.9	3.4	5.3	1.5	1.3	-1.7
O=C1C2CCCN2C(c2cccs2)N1c1ccccn1 (stereo unspecified)	22.3	1.1	x	-17.9	-9.8	0.5	0.4	-2.2	1.9
CCOC(=O)c1c(C)[nH]c(C(=O)C(Cc2ccccc2)N(C)C)c1C (stereo unspecified)	-1.6	2.9	-0.578	-7.4[20 µM]	-3.4	10.6	-1.8	-0.4	1.0
CC[N+](CC)(CC)CCCOC(=O)C(O)(c1ccccc1)C1CCCCC1 (stereo unspecified)	5.2	-1.4	1.33	-13.5[20 µM]	1.4	12.1	0.2	1.2	-1.4
CCCC[N+]12CCC(CC1)C(=C(c1ccccc1)c1ccccc1)C2	-3.4	1.4	-0.0792	5.7	-6.3	6.7	0.6	-4.8	-11.3
CC1(C)C2([N+](=O)[O-])CN3CC1([N+](=O)[O-])CN(C2)C3c1ccccn1 (stereo unspecified)	-1.7	-0.1	0.232	-18.4	-0.6	3.9	1.1	5.6	-9.8
CC(C)CCn1c(=O)c(C(=O)Nc2ccccc2S(N)(=O)=O)c(O)c2ccccc21	-6.8	-0.3	6.61*	-28.3[20 µM]	17.0	-7.7	1.0	8.8	-2.9
Oc1ccc(Cl)cc1CN1CCN(Cc2ccccc2)CC1	-7.3	3.0	x	-26.2[20 µM]	-4.1	16.0	-0.7	-0.5	0.6
O=c1[nH]c(=S)[nH]c(O)c1CN1CCCCC1	1.3	-1.6	-0.116	-17.0	-14.6	8.5	1.0	3.8	-4.8
c1ccc(C2CC3CC4(CCCC4)N2O3)cc1 (stereo unspecified)	-6.0	2.3	x	-10.4	-21.8	1.2	0.2	2.0	-9.1
COc1cccc(NP(=O)(Oc2ccccc2)Oc2ccccc2)c1	4.5	4.8	0.61	-4.8	-7.5	13.6	0.4	-2.2	-6.0
CCC(C)N1C(=O)NC(=O)C2(Cc3cc(C)ccc3N(C)C2)C1=O (stereo unspecified)	-4.0	2.0	-0.0123	-14.2	11.0	1.3	0.5	1.4	-7.5
O=C(CN1CCN(Cc2cccc(Cl)c2)C1=O)N1CCC2(CC1)OCCO2	-5.1	1.1	x	-14.8[20 µM]	-1.0	11.4	0.4	3.4	-0.5
CN1CCN(CCC(C#N)(c2ccccc2)c2ccccc2)CC1	-3.9	-1.7	x	-20.7	-6.7	10.2	-0.8	0.4	-3.7
COc1ccccc1-n1c(O)c(C=NCc2ccc3c(c2)OCO3)c(=O)[nH]c1=O	1.5	-2.5	-0.61	-12.4[20 µM]	-17.7	-2.0	-0.5	4.7	5.2
C=CCn1c(O)c(C=NCCN(C)C)c(=O)[nH]c1=O	1.0	-3.5	0.627	-16.7	2.1	5.7	0.6	3.4	-2.3
CN(C)CC1CSCCC1(O)c1ccc(C(F)(F)F)cc1 (stereo unspecified)	7.6	-0.7	1.8	-25.8	-2.6	12.2	1.0	7.0	3.5
COc1ccc(C(=O)C23CN4CN(CN(C4)C2)C3)cc1	0.9	2.4	-1.36	-18.8	-1.4	-2.2	0.1	2.2	-1.7
C/C(=N\NC(=O)c1ccncc1)c1c(O)n(-c2ccccc2)c(=O)[nH]c1=O	-0.4	-2.6	x	10.9	0.1	3.8	1.0	4.8	-3.8
CC1=C(C(=O)O)N2C(=O)C(NC(=O)CCCC(=O)O)C2SC1 (stereo unspecified)	-4.5	0.8	0.107	-26.9	0.5	0.3	1.7	1.5	-15.7
COC(=O)CC1=C(C(=O)OC)C2(C(=O)N(C)c3ccccc32)C(C#N)=C(N)O1 (stereo unspecified)	-10.1	-1.5	-0.9	-24.5	-30.8	6.8	0.8	5.8	-0.9
CC(=O)c1cn(Cc2ccc(C#N)cc2)c2ccccc12	-4.4	-1.1	x	-32.2	-0.9	8.6	0.7	2.8	-13.0
Cn1c(=O)c2c(nc(N/N=C/c3c(O)n(-c4ccccc4)c(=S)[nH]c3=O)n2C)n(C)c1=O	2.4	0.7	-2.61	-14.4	-55.7	8.9	0.5	3.4	1.2
C=CCn1c(O)c(C(CC)=Nc2ccc(N(C)C)cc2)c(=O)[nH]c1=O	1.5	-2.8	-0.46	-13.7	-3.2	5.3	-0.8	5.5	-3.4

Given with two lines to a compound: two of the compounds above
The line under a structure holds: FXIa inh 1536, Wee1 stabilizer, KCC2 mod, Furin inh, KLK5 inh, FXIIa inh, PERK inhibitor, p97 inhibitor, thrombin 1536
> CCCC[N+]12CCC(CC1)C(=C(c1ccccc1)c1ccccc1)C2
 : -3.4, 1.4, -0.0792, 5.7, -6.3, 6.7, 0.6, -4.8, -11.3
> Cc1ncc([N+](=O)[O-])n1CCOC(N)=O
 : 1.2, -1.9, -0.0624, 4.9, 3.4, 5.3, 1.5, 1.3, -1.7

New compounds follow
SMILES	FXIa inh 1536	Wee1 stabilizer	KCC2 mod	Furin inh	KLK5 inh	FXIIa inh	PERK inhibitor	p97 inhibitor	thrombin 1536
CN(C)S(=O)(=O)c1cc(NC(=O)C[N+]23CCN(CC2)CC3)ccc1Cl	2.6	1.1	0.451	-18.0	-20.7	10.7	1.1	7.5	-3.0
CCNC(=S)N(C)CCc1cc2c(c(OC)c1C=C1C(=O)N(C)C(=O)N(C)C1=O)OCO2	-4.1	0.1	0.397	-17.8	-0.8	3.9	0.5	4.2	-5.8
COc1cc(C2SCC(=O)Nc3c2c(C)nn3-c2ccccc2)cc(OC)c1OC (stereo unspecified)	-6.1	4.1	-2.5	-2.6[20 µM]	-7.5	3.0	-0.9	0.7	-2.9
C=C(COC(C)=O)CC1CC(O)[C@]2(C)OC3CC4OC5C[C@]6(C)O[C@]7(C)CCC8OC9C[C@]%10(C)OC%11C(C)=CC(=O)OC%11CC%10OC9C[C@@H](C)C8OC7CC6O[C@]5(C)C/C=C\C4OC3CC2O1 (stereo partly specified)	-3.1	x	0.959	-24.9	-4.4	4.4	x	x	-7.2
CCCCC1C(=O)NC(=S)NC1=O	8.5	-1.6	0.88	-28.1	-17.4	11.6	0.1	4.8	0.6
Cc1cccc(OCCn2cccc2/C=C2/C(=O)NC(=O)N(Cc3ccco3)C2=O)c1	-2.4	-2.7	-0.0881	-5.2	-1.6	-2.5	-0.3	3.8	-2.3
Cc1cccc(C)c1NC1=NCCCS1	1.4	-0.4	0.382	-16.5	6.9	4.1	0.5	0.9	-5.3
c1ccc2c(NC3=NCCS3)cccc2c1	-2.2	-4.0	-0.789	-9.6[20 µM]	19.3	-5.7	0.1	2.7	2.0
CCOC(=O)C1=C(C)OC(N)=C(C(=O)OCC)C12C(=O)Nc1ccc(Br)cc12 (stereo unspecified)	4.0	0.3	-0.612	-13.5	5.1	12.1	-1.2	-1.6	4.1
CCCCCn1c(=O)c(C(=O)Nc2cnccn2)c(O)c2ccccc21	0.5	2.9	x	-21.7	3.8	7.3	0.1	3.2	-5.0
O=c1[nH]c(=O)n(C2CCCCCC2)c(O)c1C=NCCCN1CCOCC1	-5.9	2.7	0.328	-10.3	-0.8	0.5	-0.7	-6.9	-7.8
CN(C)C(=O)Oc1noc2cc(Cl)ccc12	3.0	-1.0	0.822	-10.7	0.8	8.6	-0.4	6.5	3.8
Cc1cc(C=O)c(C)n1C1CC1	-0.2	-2.3	0.282	-19.1	15.4	8.8	1.0	-1.0	0.3
Nc1ccccc1C(=O)c1ccccc1	2.5	-1.7	0.278	-26.5	0.2	8.4	-0.2	3.1	6.8
CC(C)(C)c1ccc(O)c(CN2CCN(c3ccccc3)CC2)c1	12.4	-1.7	x	-6.0	-12.0	8.3	1.1	-4.2	-5.1
O=C(COc1ccccc1)N1CCN(C2CC3CCC2C3)CC1 (stereo unspecified)	-7.6	3.8	0.682	-19.1[20 µM]	-9.1	5.7	1.2	2.4	-1.1
O=P1(Oc2ccccc2)OCCCS1 (stereo unspecified)	0.0	1.7	0.47	-16.8	-2.2	5.3	-0.9	-0.4	-1.2
CC(=NCCC1=CCCCC1)c1c(O)[nH]c(=O)[nH]c1=O	-4.8	-3.1	1.2	-21.8	-21.8	5.9	-0.2	6.7	-2.3
CCCCCCn1c(=O)c(C(=O)Nc2nc(CC(=O)OCC)cs2)c(O)c2ccccc21	-1.6	1.2	-0.758	-6.5	-1.0	0.0	-0.3	6.3	-12.5
COc1ccc(CCNCc2ccccn2)cc1OC	2.0	6.2	x	-21.7[20 µM]	-8.1	10.6	-0.1	0.6	-0.1
COC(=O)C1C(OC(=O)c2ccccc2)CC2CCC1N2C (stereo unspecified)	0.4	-0.3	0.168	-21.6	-1.1	8.6	1.2	1.1	0.3
CCCCn1c(NC(=O)c2ccc(Br)o2)c(C(=O)OCC)c2nc3ccccc3nc21	16.7	0.8	-1.4	-19.7	6.2	13.6	-0.8	16.7*	0.9
CC(C)Sc1nnc(OC(=O)N(C)C)n1-c1ccccc1	-2.9	0.4	-0.358	-12.6	4.8	4.2	1.9	4.3	-0.2
N#Cc1ccc(/C=C/C(=O)O)cc1	3.3	-0.8	-0.347	-18.3	-6.2	4.1	1.9	7.9	-4.7
COc1ccc(C)cc1NC1=NC(C)(C)CS1	1.3	-1.4	0.951	-25.5	-18.6	3.8	0.4	3.3	2.1
Later entries:
SMILES	FXIa inh 1536	Wee1 stabilizer	KCC2 mod	Furin inh	KLK5 inh	FXIIa inh	PERK inhibitor	p97 inhibitor	thrombin 1536
N#CCCn1cc(C(=O)Nc2ccc([N+](=O)[O-])cc2)c(-c2ccc3c(c2)OCCO3)n1	13.6	2.6	0.016	3.4	-3.3	6.5	0.4	3.6	0.7
C[N+](C)(C)c1ccccc1	-2.4	-1.1	-1.18	-38.8	4.1	2.9	1.6	6.1	-12.9
CNC(=O)Oc1cccc(-c2cn3cc(Cl)ccc3n2)c1	3.5	-0.2	-0.091	-15.5	-11.3	8.3	1.1	-1.2	-0.8
O=c1[nH]c(=O)n(C2CCCCCC2)c(O)c1C=NCC1CCCO1 (stereo unspecified)	-5.0	3.0	0.454	-26.6	22.6	-4.9	-0.1	-0.4	-2.9
Cc1cccn2c(=O)c3c(nc12)N1CCc2ccccc2C1C1(C3)C(=O)NC(=O)N(C)C1=O (stereo unspecified)	4.5	-3.5	0.00714	-14.3[20 µM]	-3.2	13.2	-1.2	-1.7	1.5
Cc1cc(/C=C2/C(=O)NC(=O)N(c3ccc(Br)cc3)C2=O)c(C)n1C	-2.1	-0.7	-0.402	-14.7	15.1	3.5	-0.1	-3.8	-5.1
Cc1nn(C)c(C)c1/C=C1/CC2C3CC=C4CC(O)CCC4(C)C3CCC2(C)C1=O (stereo unspecified)	3.5	0.1	-2.05	-28.2[20 µM]	-4.6	9.3	-0.4	0.8	1.2
CCN1CCN(C(=O)Cc2c(C)n(C(=O)c3ccc(Cl)cc3)c3ccc(OC)cc23)CC1	-10.4	1.4	0.016	-13.9	-4.8	2.6	-1.1	-11.3	-10.2
Nc1ncc(P(=S)(N2CCOCC2)N2CCOCC2)s1	-7.1	-2.5	0.45	3.6	1.2	17.9	1.6	-0.7	2.6
CC(=O)c1ccc(OC(=O)N(C)c2ccccc2)cc1	-2.2	0.1	0.481	-28.7	-2.6	6.7	-0.3	0.5	-2.6

An excerpt from above, showing only thrombin 1536, Wee1 stabilizer and KLK5 inh:
compound	thrombin 1536	Wee1 stabilizer	KLK5 inh
CC(=O)c1ccc(OC(=O)N(C)c2ccccc2)cc1	-2.6	0.1	-2.6
C[N+](C)(C)c1ccccc1	-12.9	-1.1	4.1
